Tb MetRS inh: T. brucei MetRS inhibitors, primary screen, biochemical, luminescence | methionyl-tRNA synthetase (Trypanosoma brucei brucei) | purified T. brucei MetRS, ATP depletion, Kinase-Glo luminescence | hit rate 0.4% among 360,000 | inhibition, % at 11.9 µM | AID 624268, 2012;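 active = inhibition above a per-plate cutoff of the control wells' mean inhibition plus 3 SD, cut at about 5.5% in these data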;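 also: 0% = DMSO wells median and 100% = median of wells with control inhibitor compound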
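Material – parasite MetRS enzyme · Medium – HEPES-MgCl2-KCl buffer plus DTT, spermine, BSA, pyrophosphatase · Reagent – ATP, methionine and E. coli bulk tRNA substrates · Times – 15 min enzyme-compound preincubation, 2 h reaction, 10 min detection, 25 °C · Measured by – luminescence of leftover ATP · Evaluation – percent inhibition relative to median high and low control wells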
STEP block: STEP phosphatase inhibitors, primary screen, biochemical, fluorescence intensity, uHTS | inhibition, % at 20 µM | recombinant STEP, OMFP fluorogenic substrate | AID 588621, 2011 | Tyrosine-protein phosphatase non-receptor type 5 (Homo sapiens), P54829 | hit rate 0.25% among 360,000;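 active = inhibition at 20 µM, scaled per plate between control wells, above about 37%, limit read from the data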;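 also: 0% = DMSO with enzyme and substrate and 100% = substrate only without enzyme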
Target sequence (P54829 whole entry, looked up): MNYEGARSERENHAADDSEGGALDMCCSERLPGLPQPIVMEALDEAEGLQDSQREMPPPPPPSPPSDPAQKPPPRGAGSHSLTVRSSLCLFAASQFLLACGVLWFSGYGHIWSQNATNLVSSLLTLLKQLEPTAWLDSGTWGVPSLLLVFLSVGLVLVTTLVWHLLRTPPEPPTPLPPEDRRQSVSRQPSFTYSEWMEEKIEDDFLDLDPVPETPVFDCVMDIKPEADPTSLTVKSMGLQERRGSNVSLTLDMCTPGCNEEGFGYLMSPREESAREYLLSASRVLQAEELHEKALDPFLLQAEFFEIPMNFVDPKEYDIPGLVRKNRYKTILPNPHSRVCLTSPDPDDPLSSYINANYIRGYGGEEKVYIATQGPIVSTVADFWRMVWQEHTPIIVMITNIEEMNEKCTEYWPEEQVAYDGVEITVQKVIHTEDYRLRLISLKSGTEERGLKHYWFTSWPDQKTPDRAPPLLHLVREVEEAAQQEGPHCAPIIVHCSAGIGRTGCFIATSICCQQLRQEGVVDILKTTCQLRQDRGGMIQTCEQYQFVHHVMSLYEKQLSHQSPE
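material = STEP tyrosine phosphatase | reagent = fluorogenic phosphatase substrate OMFP at 25 µM final | doses = single compound dose of 20 µM, 1% DMSO final | schedule = 20 min reaction, room temperature, in the dark | measured by = fluorescence, 480/540 nm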
SKN-1 block: suppressors of acrylamide-induced Pgst-4::GFP reporter in worms, primary screen, SKN-1 inhibitor project, whole organism, uHTS, GFP/RFP fluorescence ratio, strain VP596; AID 624304, 2012; inhibition, % at 21.8 µM; hit rate 0.49% among 360,000; C. elegans VP596 Pgst-4::GFP/RFP ratio, 24 h;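 active = interference check ratio from 0.5 to 1.5 plus GFP to RFP signal ratio inhibition reaching or exceeding a fixed threshold, cut at about 30% in these data, passing the limit was not always enough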; also: some compounds called inactive have numbers as strong as hits
Neddyl block: inhibitors of cullin neddylation, primary screen, biochemical, TR-FRET, uHTS, NAE and Ubc12; calls only at 25 µM; hit rate 0.58% among 360,000; AID 651699, 2012; in the data active = inhibition above about 36%
NadD inh: inhibitors of S. aureus NadD, primary screen, biochemical, colorimetric, uHTS. inhibition, % at 20 µM. Nicotinate-nucleotide adenylyltransferase NadD (Staphylococcus aureus N315). hit rate 0.78% among 360,000. purified NadD enzyme, colorimetric absorbance read-out; in the data active = inhibition above about 26%; also: some compounds past the cut are filed as inactive
DNMT1 inh: human DNMT1 methyltransferase inhibitors, primary screen, biochemical, molecular beacon, fluorescence, HinP1I cleavage, uHTS; DNA (cytosine-5)-methyltransferase 1 (Homo sapiens), P26358; inhibition (reported as % activation of signal), % at 10 µM; hit rate 0.83% among 360,000; AID 588458, 2011; in the data active = inhibition above about 50%
SUMO1 PPI mod: modulators of SUMO1 protein-protein interactions, primary screen, biochemical, uHTS | inhibition, % at 20 µM | Small ubiquitin-related modifier 1 (Homo sapiens), P63165 | hit rate 0.33% among 360,000 | AID 602429, 2012 | SUMO1 binding to a labelled peptide, TR-FRET, 1 h; in the data active = inhibition above about 37%
Target sequence (P63165 whole entry, looked up): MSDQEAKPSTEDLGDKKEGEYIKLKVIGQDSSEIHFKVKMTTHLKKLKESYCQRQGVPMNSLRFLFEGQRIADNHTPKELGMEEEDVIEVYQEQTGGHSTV
LMPTP inh: LMPTP phosphatase inhibitors, primary screen, biochemical, fluorescence intensity, uHTS; recombinant LMPTP-A, OMFP fluorogenic substrate; inhibition, % at 20 µM; hit rate 0.22% among 360,000; AID 651560, 2012;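 active = compounds that cut the enzyme signal by at least half of the control window in the single-dose screen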;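 also: plate controls were DMSO wells with enzyme plus substrate for no effect and substrate without enzyme for full effect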
Target sequence (P24666 whole entry, looked up): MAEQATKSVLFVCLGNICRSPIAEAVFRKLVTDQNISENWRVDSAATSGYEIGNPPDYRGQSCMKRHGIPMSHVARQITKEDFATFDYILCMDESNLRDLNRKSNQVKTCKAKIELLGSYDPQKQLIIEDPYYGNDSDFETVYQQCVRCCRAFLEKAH
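material = LMPTP-A | quantity = 0.625 nM enzyme | reagent = OMFP substrate, 400 µM final | buffer or medium = Bis-Tris pH 6.0, DTT, detergent | detection = endpoint fluorescence intensity from OMFP dephosphorylation | dosing = single 20 µM dose | read-out basis = % inhibition relative to no-enzyme and uninhibited control wells | control set = no-enzyme and uninhibited controls | timing = 50 min at room temperature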
Scp1 inh: Scp-1 phosphatase inhibitors, primary screen, biochemical, colorimetric, uHTS; inhibition, % at 20 µM; Recombinant Scp1, phosphopeptide, malachite green phosphate absorbance; hit rate 0.88% among 340,000;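 active = inhibition above about 50% at 20 µM, limit read from the data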;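 also: plate controls were DMSO wells with enzyme for no effect and wells lacking enzyme for full effect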
Target sequence (Q9GZU7 76-261 limits assumed): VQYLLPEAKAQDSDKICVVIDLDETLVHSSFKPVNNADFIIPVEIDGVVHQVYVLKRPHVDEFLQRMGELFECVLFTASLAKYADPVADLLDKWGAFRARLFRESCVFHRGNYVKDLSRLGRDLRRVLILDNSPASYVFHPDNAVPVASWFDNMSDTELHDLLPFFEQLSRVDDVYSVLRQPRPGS
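System: truncated SCP-1 phosphatase (76-261aa); medium: Tris acetate buffer pH 5.5 with MgCl2 and Tween-20; incubation: 45 min room-temperature reaction, 5 min colour, 30 min stabiliser; compound: single 20 µM dose, 1% DMSO; reagent: Phosphorylated 17-residue peptide substrate; read-out: % inhibition at 20 µM; technique: colorimetric free-phosphate detection, absorbance 630 nm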
NRP1-CendR mod: modulators of CendR peptide binding to NRP-1, primary screen, biochemical, fluorescence polarization, uHTS | Neuropilin-1 (Homo sapiens), O14786 | FAM-RPARPAR peptide binding to NRP-1 | inhibition, % at 25 µM | hit rate 0.85% among 360,000;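 active = inhibition or corrected inhibition above about 18%, plus a signal ratio from 0.5 to 1.5, limit read from the data, passing the limit was not always enough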; also: strong numbers were not always called active
Numbers without * were called inactive; i = inactive; . = not tested or not shown.

SMILES | Tb MetRS inh | STEP block | SKN-1 block | Neddyl block | NadD inh | DNMT1 inh | SUMO1 PPI mod | LMPTP inh | Scp1 inh | NRP1-CendR mod
Cc1cccc(C(=O)NCC(=O)OCC(=O)NC2CCCCC2)c1 | 0.1 | -1 | 3 | i | 0 | 3 | -5 | -1.1 | 16 | 14
Cc1cc([N+](=O)[O-])nn1Cc1c(F)c(F)c(F)c(F)c1F | -0.2 | -1 | 19 | i | -8 | 3 | -7 | -2.1 | 0 | -11
O=C(O)C1CC=CCC1C(=O)NCCc1csc(-c2ccccc2)n1 (stereo unspecified) | 0.0 | -1 | -5 | i | 0 | 2 | -1 | -2.0 | 0 | 1
COc1ccc(NC(=O)CN(C)C(=O)C2CC(=O)N(CCc3ccc(OC)c(OC)c3)C2)cc1 (stereo unspecified) | 0.1 | 2 | 6 | i | -2 | -1 | 2 | 0.0 | -9 | 2
Cc1ccccc1C(=O)N[C@H](C(=O)OCC(=O)c1ccc[nH]1)C(C)C | -0.2 | -2 | 0 | i | 2 | 6 | -5 | -1.6 | -3 | -3
COC(=O)C1=CN(Cc2ccc(OC)c(OC)c2)C=C(C(=O)OC)C1c1cccc(O)c1 | 2.6 | 0 | 6 | . | -6 | -3 | -19 | 0.4 | -7 | 12
COc1ccc2c(c1)c(CC(=O)OC(C)C(=O)N(C)C)c(C)n2C(=O)c1ccc(Cl)cc1 (stereo unspecified) | -0.5 | -1 | 2 | i | -12 | -2 | 5 | 0.5 | -9 | 15
CCCN1C(=O)CC(c2ccco2)Sc2ccccc21 (stereo unspecified) | 0.1 | 1 | 0 | i | 0 | 6 | 0 | -0.2 | 17 | -1
COc1cc(OC)c2c(OC)cccc2n1 | -1.3 | -12 | -17 | . | -1 | 6 | 1 | 0.9 | -3 | -5
O=C(Nc1ncc(Cl)cn1)c1cccs1 | -1.0 | -2 | 3 | i | 4 | 0 | -1 | 1.2 | -6 | 8
CCC1Cc2[nH][nH]c(=O)c2C(CC)O1 (stereo unspecified) | -1.1 | . | 11 | i | 5 | . | -4 | -2.4 | . | -1
O=C(CN1CCN(Cc2ccccc2Cl)C1=O)NCC1CCCO1 (stereo unspecified) | -0.5 | -1 | 11 | i | -6 | 1 | 1 | -1.7 | 0 | 1
CCS(=O)(=O)c1ccc(O)c(NC(=O)CC2(CC(=O)O)CCCC2)c1 | -0.7 | 0 | -15 | i | 1 | 4 | -6 | -1.6 | -7 | 0
Cc1c(CCC(=O)O)c(=O)oc2cc3occ(C(C)(C)C)c3cc12 | -0.7 | 5 | -10 | . | -7 | 0 | 0 | -0.5 | 12 | 2
COC(=O)c1cc(NC(=O)c2cccc(F)c2)cc(C(=O)OC)c1 | -0.6 | -2 | 6 | i | -3 | 2 | -2 | -0.7 | -1 | 6
CC(=O)N1c2ccc(S(=O)(=O)NCCC(=O)NC3CCCCCC3)cc2CC1C (stereo unspecified) | -0.3 | 0 | 20 | i | 2 | -1 | -5 | 0.4 | -4 | -4
Cc1cc(NC(=O)CCc2ccc(S(=O)(=O)N3CCOCC3)cc2)n(-c2ccccc2)n1 | 0.6 | 6 | -20 | i | -7 | -6 | 0 | -2.0 | -1 | -2
CC(C)NC[C@@H](O)c1ccc(O)c(O)c1 | -0.4 | 2 | -14 | i | 6 | -1 | -4 | 0.3 | 32 | 14
Cc1cc(-c2ccc(S(=O)(=O)N(C)c3ccc(C)c(C)c3)s2)on1 | -0.3 | 1 | 8 | i | -7 | -2 | -2 | 3.7 | -18 | -18
O=[N+]([O-])c1cccc(-c2nc3ccc([N+](=O)[O-])cc3[nH]2)c1 | 0.2 | 2 | 15 | i | -1 | -1 | -15 | 27 | 22 | 2
COc1cccc(OCCCOc2ccc([N+](=O)[O-])cc2Cl)c1 | -0.8 | -7 | 5 | i | -2 | -4 | -7 | 1.4 | -7 | -8
CC1CCC(C(C)C)C(OCC(O)CN2CCCC(C)C2)C1 (stereo unspecified) | -1.6 | -1 | -8 | i | -11 | 5 | -1 | -0.2 | 6 | 16
CCOc1ccc(NC(=O)N(C2CCCCC2)C(C)c2cccnc2)cc1 (stereo unspecified) | -0.9 | -1 | 0 | i | 3 | 0 | -2 | -0.3 | -3 | 2
CCCCN(C)C(=O)Cn1ncc2c3ccccc3n(CCC)c2c1=O | -0.5 | 1 | 7 | i | -7 | 2 | -1 | 0.2 | -9 | -11
COc1ccccc1C1CCN(Cc2cccc([N+](=O)[O-])c2)CC1 | -0.1 | 0 | -6 | i | -6 | 2 | -14 | -0.6 | -4 | 8
O=C(CSc1nc2ccccc2o1)Nc1ccc(N2CCOCC2)cc1 | -0.4 | 3 | 2 | i | -6 | -6 | -1 | -0.5 | -4 | 4
COCc1ccc(CN2CCCC(CO)(Cc3ccccc3C)C2)o1 (stereo unspecified) | -1.6 | 0 | -12 | i | -2 | 3 | -4 | 0.0 | 1 | 8
CCOC(=O)[C@]12CCC=C1N(Cc1ccco1)C(=O)[C@H](CC(=O)NCCCN1CCCC1=O)C2 | -0.2 | . | 6 | i | 8 | . | -1 | -1.5 | . | -10
O=[N+]([O-])c1ccc(COc2cccc(CN3CCOCC3)c2)cc1 | 0.1 | 1 | 8 | i | 4 | 17 | -29 | 0.3 | -4 | -11
O=C1NC(=O)/C(=C/c2ccccn2)S1 | -0.1 | -2 | -7 | i | -2 | 0 | 15 | -1.2 | 0 | 4
CN1CCN(C(=S)SCc2nc(N)nc(Nc3ccc(F)cc3)n2)CC1 | -0.3 | 0 | 13 | i | -3 | -1 | 4 | -1.5 | -1 | 0
Cc1cccnc1N1C(=O)c2ccc(C(=O)O)cc2C1=O | -1.0 | 1 | -3 | i | 0 | 1 | -8 | -1.9 | -7 | 10
COc1ccc(-c2nnc(NC(=O)CS(=O)(=O)c3ccc(Cl)cc3)o2)c(OC)c1 | -0.3 | 4 | 31 | i | 17 | -1 | 5 | -0.8 | -11 | 4
COc1ccc2nc(SCC(=O)N3CC(=O)Nc4ccccc43)c(C#N)cc2c1 | -1.1 | 2 | -4 | i | 11 | -6 | -17 | 0.6 | 0 | -6
CCN(CC)C(=O)CSc1nc2ccccc2c(=O)n1OC | -0.8 | -4 | -8 | i | 0 | 1 | -1 | -1.5 | -10 | -6
COCCn1c(SCC(=O)Nc2ccc(F)cc2)nc2c(oc3ccccc32)c1=O | -0.4 | -2 | 8 | i | -6 | 14 | 2 | 0.4 | -13 | -3
Cc1cc(-c2ccccc2)nc2[n+]1CCN2C | -0.9 | 1 | 0 | . | -3 | 3 | -2 | -0.7 | -1 | 6
Cc1ccc(S(=O)(=O)CCC(=O)OCn2nnc3ccccc3c2=O)cc1 | -0.6 | -2 | 0 | i | -4 | -3 | 0 | -0.6 | -5 | 3
CCOc1ccc(NC(=O)CSc2nc(=O)n(CCN3CCOCC3)c3c2CCCC3)cc1 | -0.5 | -2 | -4 | i | -1 | 0 | 1 | 0.5 | 4 | 6
CC1=NN(c2ccccc2)C(=O)/C1=C\c1ccc(Br)s1 | -0.4 | 2 | 3 | i | -4 | 11 | 21 | 2.7 | -10 | -4

A portion from further up:
SMILES | Tb MetRS inh | STEP block | SKN-1 block | Neddyl block | NadD inh | DNMT1 inh | SUMO1 PPI mod | LMPTP inh | Scp1 inh | NRP1-CendR mod
Cc1cccnc1N1C(=O)c2ccc(C(=O)O)cc2C1=O | -1.0 | 1 | -3 | i | 0 | 1 | -8 | -1.9 | -7 | 10
COc1ccc(-c2nnc(NC(=O)CS(=O)(=O)c3ccc(Cl)cc3)o2)c(OC)c1 | -0.3 | 4 | 31 | i | 17 | -1 | 5 | -0.8 | -11 | 4
COc1ccc2nc(SCC(=O)N3CC(=O)Nc4ccccc43)c(C#N)cc2c1 | -1.1 | 2 | -4 | i | 11 | -6 | -17 | 0.6 | 0 | -6
CCN(CC)C(=O)CSc1nc2ccccc2c(=O)n1OC | -0.8 | -4 | -8 | i | 0 | 1 | -1 | -1.5 | -10 | -6
COCCn1c(SCC(=O)Nc2ccc(F)cc2)nc2c(oc3ccccc32)c1=O | -0.4 | -2 | 8 | i | -6 | 14 | 2 | 0.4 | -13 | -3
Cc1cc(-c2ccccc2)nc2[n+]1CCN2C | -0.9 | 1 | 0 | . | -3 | 3 | -2 | -0.7 | -1 | 6
Cc1ccc(S(=O)(=O)CCC(=O)OCn2nnc3ccccc3c2=O)cc1 | -0.6 | -2 | 0 | i | -4 | -3 | 0 | -0.6 | -5 | 3
CCOc1ccc(NC(=O)CSc2nc(=O)n(CCN3CCOCC3)c3c2CCCC3)cc1 | -0.5 | -2 | -4 | i | -1 | 0 | 1 | 0.5 | 4 | 6
CC1=NN(c2ccccc2)C(=O)/C1=C\c1ccc(Br)s1 | -0.4 | 2 | 3 | i | -4 | 11 | 21 | 2.7 | -10 | -4

The list continues:
SMILES | Tb MetRS inh | STEP block | SKN-1 block | Neddyl block | NadD inh | DNMT1 inh | SUMO1 PPI mod | LMPTP inh | Scp1 inh | NRP1-CendR mod
CCOC(=O)CC1(NC(=O)c2cc(COc3cncc(Cl)c3)on2)CCCCC1 | -0.3 | -2 | 8 | i | -2 | 3 | -5 | -0.3 | -8 | -1
COc1ccc(OC)c(C2C(C#N)=C(N)Oc3cc(C)n(Cc4ccccn4)c(=O)c32)c1 (stereo unspecified) | 89* | 2 | 2 | i | -3 | -6 | 2 | 0.2 | -11 | 2
COC(=O)c1ccccc1OCCCOc1ccc(C=O)cc1OC | -1.4 | 6 | -4 | i | -7 | -1 | -1 | -1.0 | -8 | -5
O=C(c1ccc(-c2ccccc2)cc1)N1CCN(c2nc3ccccc3o2)CC1 | -1.3 | -9 | 3 | i | 4 | 6 | 6 | 1.8 | 13 | -6

Assay outcomes from PubChem.
